# USP1 inh – USP1/UAF1 (human) deubiquitinase inhibition | 0.23% of 390,000 active | O94782 | recombinant USP1/UAF1, Ub-Rhodamine cleavage fluorescence | Potency, µM (top dose mostly 57.1 µM), for the others: at the highest dose activity change, negative = inhibition, hits mostly inhibitors; note: % is set by controls: 0 for no effect and ±100 for the full control effect; nearly all actives have a fitted effect of over 60% in size; inactives centre near -12
#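 1 nM enzyme complex + cpd, 15 min RT; start with Ub-Rho 150nM final; kinetic fluorescence ex 480/em 540, 6 reads q60 s. Buffer 50mM HEPES pH 7.8, 0.5mM EDTA, 0.1 mg/ml BSA, 1mM TCEP, 0.01% Tween-20.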
# Vif-A3F inh – blocks the Vif interaction with APOBEC3F; AID 602313; Potency, µM (highest dose often 46.1 µM), without a hit: top-dose activity, negative = active; 0.2% of 390,000 active; HeLa A3F-eYFP + Vif (tagged APOBEC3F with the HIV-1 protein that degrades it), YFP fluorescence increase; note: % of control where 0% means no effect; nearly all actives have a fitted effect of over 65% in size
#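 HeLa cells stably expressing A3F-eYFP plus Vif, plated and incubated overnight at 37 deg C, then exposed to compounds overnight at 37 deg C. Blocked degradation read as raised yellow fluorescence (Ex 488/Em 500-530).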
# TrxR1 substrate – rat thioredoxin reductase 1 substrate activity; O89049; purified TrxR1 substrate turnover, NADPH consumption readout; Potency, µM (titrated, usually from 114 µM), for the others: top-dose activity change, negative = substrate turnover; 0.01% of 390,000 active; note: % is set by controls: 0 for no effect and ±100 for the full control effect; nearly all actives have a fitted effect of over 50% in size
#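 Rat TrxR1, dispensed at 90 nM, was prereduced with 400 uM NADPH (final) for 5 min at ~22 deg C, then incubated with compound 15 min before 400 uM selenite. A first-read NADPH fluorescence drop versus no-compound background flagged substrates.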
# RGS4 inh – inhibitors of human regulator of G protein signaling 4. P49798. Transcreener GDP fluorescence polarization, RGS4-accelerated GTP hydrolysis. Potency, µM (highest dose often 114 µM), without a hit: at the highest dose activity change, negative = inhibition, hits mostly inhibitors. 0.039% of 390,000 active; note: % is set by controls: 0 for no effect and ±100 for the full control effect; nearly all actives have a fitted effect of over 75% in size; some results filed as inactive show a strong effect at the top dose
# Target sequence (P49798 whole entry, looked up): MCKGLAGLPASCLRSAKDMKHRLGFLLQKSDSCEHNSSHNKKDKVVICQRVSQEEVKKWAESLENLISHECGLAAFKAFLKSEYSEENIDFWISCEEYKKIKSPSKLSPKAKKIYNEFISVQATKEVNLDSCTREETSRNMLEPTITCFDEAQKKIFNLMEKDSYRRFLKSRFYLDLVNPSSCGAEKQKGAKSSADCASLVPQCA
#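 MLSMR compounds (23 nl, pin-transferred) preincubated 10 min at room temperature with a 500nM (2x) first reagent, then RGS4 at 900nM (2x) plus Transcreener GDP mix added; fluorescence polarization (620/688 nm) read before and after 90 min at 30 °C.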
# RXFP1 ag – RXFP1 (human) receptor agonism | Q9HBX9 | HEK293T-RXFP1 cAMP TR-FRET, 30 min; response scale: percent of porcine relaxin response, buffer zero | Potency, µM (highest dose often 57.5 µM), without a hit: at the highest dose activation, hits mostly activators | 0.3% of 370,000 active | AID 2676; note: % is set by controls: 0 for no effect and ±100 for the full control effect; nearly all actives have a fitted effect of over 60% in size; many of its hits are not listed in these tables
# Target sequence (Q9HBX9 whole entry, looked up): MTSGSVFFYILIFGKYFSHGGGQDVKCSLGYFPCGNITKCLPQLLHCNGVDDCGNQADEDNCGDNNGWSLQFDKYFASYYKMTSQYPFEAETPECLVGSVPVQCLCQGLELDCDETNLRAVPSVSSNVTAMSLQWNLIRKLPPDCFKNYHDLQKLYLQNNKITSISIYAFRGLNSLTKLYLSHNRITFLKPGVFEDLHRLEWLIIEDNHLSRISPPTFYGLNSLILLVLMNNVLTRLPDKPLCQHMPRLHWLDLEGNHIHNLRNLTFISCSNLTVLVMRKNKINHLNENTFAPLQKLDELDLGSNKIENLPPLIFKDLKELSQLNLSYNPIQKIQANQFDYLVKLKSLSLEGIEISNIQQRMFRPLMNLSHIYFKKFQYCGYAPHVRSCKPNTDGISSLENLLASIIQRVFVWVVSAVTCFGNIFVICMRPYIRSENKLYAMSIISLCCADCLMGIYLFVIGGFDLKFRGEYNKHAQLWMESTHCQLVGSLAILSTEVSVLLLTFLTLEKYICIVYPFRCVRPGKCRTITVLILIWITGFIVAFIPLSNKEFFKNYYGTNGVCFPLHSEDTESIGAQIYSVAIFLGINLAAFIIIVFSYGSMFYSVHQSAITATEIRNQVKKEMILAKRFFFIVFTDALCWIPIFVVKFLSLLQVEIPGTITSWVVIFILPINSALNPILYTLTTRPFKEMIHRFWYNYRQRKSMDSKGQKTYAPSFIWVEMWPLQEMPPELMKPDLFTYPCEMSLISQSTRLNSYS
#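 Agonist response is measured as cAMP accumulation in an RXFP1-transfected HEK293T line under PDE4 inhibition. Values are scaled between buffer-only and 29 nM porcine relaxin, and EC50s come from standard Hill equation fits.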
# IDH1 R132H inh – inhibitors of human mutant IDH1 R132H. O75874. IDH1-R132H enzyme, NADPH consumption, diaphorase/resazurin fluorescence. Potency, µM (highest dose often 76.6 µM), without a hit: at the highest dose activity change, negative = inhibition, hits mostly inhibitors. 0.093% of 390,000 active. AID 602179; note: % is set by controls: 0 for no effect and ±100 for the full control effect; nearly all actives have a fitted effect of over 65% in size
#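 IDH1-R132H (0.5 ug/mL dispensed) in pH 7.5 Tris buffer was preincubated 30 min with compound, then given a substrate mix of 0.016 mM NADPH and 2 mM alpha-KG for 80 min at room temperature; remaining NADPH was read by diaphorase/resazurin fluorescence.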
# Vif-A3G inh – blocks the Vif interaction with human APOBEC3G | Q9HC16 | HeLa A3G-eYFP + Vif (tagged APOBEC3G with the HIV-1 protein that degrades it), YFP fluorescence, overnight | Potency, µM (top dose mostly 46.1 µM), for inactives: at the top dose activity, negative = active, most hits filed as inhibitors | 0.076% of 410,000 active;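 note: % is set by controls: 0 for no effect and ±100 for the full control effect; nearly all actives have a fitted effect of over 60% in size; hits raise eYFP signal because A3G escapes Vif-driven loss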
#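 Read-out is eYFP fluorescence (Ex 488/Em 500-530) from Vif-expressing HeLa A3G-eYFP cells; more signal means A3G escaped Vif-mediated degradation. Cells plated overnight, compound pinned in, incubated overnight at 37 deg C.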
# 12-LOX inh – blocks human arachidonate 12S-lipoxygenase; Potency, µM (highest dose often 108 µM), for inactives: top-dose activity change, negative = inhibition, actives largely listed as inhibitors; P18054; purified 12hLO, xylenol orange hydroperoxide absorbance; 1.1% of 580,000 active; AID 1671190; note: % is set by controls: 0 for no effect and ±100 for the full control effect
#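 Purified human 12hLO at 150 nM in 25 mM Hepes, 0.01% Triton X-100, pH 7.0, preincubated 15 min at room temperature with compound. Reaction started with 40 uM arachidonic acid, 30 min at room temperature. Hydroperoxide measured by Fe-xylenol orange, 573/405 nm absorbance ratio.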
# rTrxR1 inhibitor – inhibitors of rat thioredoxin reductase 1. recombinant rTrxR1, NADPH fluorescence consumption, selenite substrate. Potency, µM (series often up to 114 µM), inactives show at the top dose activity change, negative = inhibition, usual class: inhibitors. 1% of 390,000 active. AID 588453; note: % is set by controls: 0 for no effect and ±100 for the full control effect; nearly all actives have a fitted effect of over 65% in size
#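 Rat TrxR1 (90 nM in the dispensed reagent) was pre-reduced with 400 uM NADPH for 5 min at room temperature, then incubated with compound for 15 min. After 400 uM selenite was added, NADPH fluorescence (Ex 340/Em 450 nm) was followed for 8 min.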
# Active calls of the source: *; ? = inconclusive; / = not tested or not shown; & = joins results of further samples; ! = a repeat was not active; [ ] = dose if it differs, or a comment. Calls come from the whole dose curve; as a rule, active = well fitted curve in the direction sought with a large enough effect; inconclusive = small, poorly fitted or top-dose-only effect, or another doubt; inactive = no such curve, though single readings can be large; an effect the other way counts as inactive or inconclusive. Potency is the fitted concentration of half-maximal effect.
SMILES,USP1 inh,Vif-A3F inh,TrxR1 substrate,RGS4 inh,RXFP1 ag,IDH1 R132H inh,Vif-A3G inh,12-LOX inh,rTrxR1 inhibitor
CCOc1ccc(NCc2nnc(SCC(=O)Nc3cc(C)on3)n2-c2ccccc2OC)cc1,-8%,-6%,3%,6%,1.5%,-4%,?,0%,9%
CCOC(=O)C1=C(c2ccccc2)c2ccccc2N(S(=O)(=O)C(F)(F)F)C1C(=O)OCC (stereo not given),-29%,7%,-6%,-23%,/,11%,0%,-20%,14%
Cc1ccc(NC(=O)c2ccc3c(SCC(=O)O)c4c(nc3c2)CCCC4)c(Br)c1,-22%,5%,1%[57.1 µM],-10%[56.9 µM],11%,4%,2%,2%,15%[57.1 µM]
Cc1cc(C(=O)COC(=O)/C=C/c2cccc(F)c2)c(C)n1C,-10%,2%,1%[57.1 µM],-14%,1.2%,1%,-4%,-10%,14%[57.1 µM]
COc1ccc(C(=O)Nc2ccccc2C(N)=O)cc1,-3%,-4%,9%,11%,-0.5%,4%,3%,?,8%
CS(=O)(=O)Nc1ccc(C(=O)N2CCN(c3ccccc3F)CC2)cc1,-11%,-15%,1%,-1%,-0.8%,-4%,3%,25%,12%
CNCc1ccccc1OCc1ccccc1F,-17%,0%,8%[57.1 µM],-10%,0.5%,2%,3%,-15%,-1%[57.1 µM]
CCCn1ccc2c(OCC(=O)NCc3ccc(C)cc3)cccc2c1=O,-23%,0%,4%[57.1 µM],12%,-0.4%,1%,-4%,-18%,12%[57.1 µM]
COc1ccc(C(=O)NCC2CCCO2)cc1S(=O)(=O)NCc1ccc(Cl)cc1 (stereo not given),1%,-3%,/,/,/,-3%,1%,2%,/
CC(C)Nc1nc(-c2ccncc2)nc(-c2ccccc2)c1C#N,-9%,5%,-3%,8%,?,-17%,-1%,/,-4%
Nc1cc2c(cc1Cl)-c1ccc([N+](=O)[O-])cc1C2=NO,-9%,-29%,3%,-9%,/,-4%,0%,8%,1%
O=C(Cc1cccc(NC(=O)C2CCN(C(=O)C3CCCC3)CC2)c1)Nc1cccc(C(=O)N2CCOCC2)c1,?,-3%,7%,-25%,/,6%,-6%,4%,17%
O/N=C1/C2C3CC4C5C3C1C5C1(OCCO1)C42 (stereo not given),-13%,0%,2%[57.1 µM],-47%,0.5%,1%,-1%,7%,6%[57.1 µM]
O=C(/C=C/c1cn(-c2ccccc2)nc1-c1ccc2c(c1)OCCO2)NCCO,-5%,1%,-18%[11.4 µM],?,4.9%,9%,-4%,-7%,27%[11.4 µM]
Cc1cc(C)c(S(=O)(=O)NCC(=O)NCc2ccccn2)c(C)c1,-4%,17%,6%[57.1 µM],5%,-1.9%,7%,0%,9%,0%[57.1 µM]
CCOCCCNc1c(CC)c(C)c(C#N)c2nc3ccccc3n12,-26%,-6%,4%,6%,1.0%,-2%,-1%,?,23%[2.29 µM]
O=C(CC1C=Cc2ccccc2N1C(=O)c1ccccc1)c1ccccc1 (stereo not given),0%,-3%,-1%[57.1 µM],-3%,1.8%,0%,-3%,0%,4%[57.1 µM]
O=C(Nc1ccccc1N1CCOCC1)C1=NN(c2c(F)c(F)cc(F)c2F)C(=O)CC1,-28%,4%,2%,-6%,1.2%,-13%,-29%,30%,19%
Cc1sc(NC(=O)c2cccs2)c(C(N)=O)c1C,-20%,-1%,2%,?,2.4%,8%,2%,?,?
CC[C@]1(C(=O)OC)[C@H]2C(=O)N(C)C(=O)[C@H]2[C@H]2CN=C(SCC3CC3)N21,-17%,-3%,1%,0%,/,-4%,-4%,?,8%
CC(C)N(CCC(=O)c1ccc2ccccc2c1)Cc1ccccc1,-13%,9%,25%[57.1 µM],0.67µM*,0.1%,4%,-30%,35µM*!,3.2µM*
CC(C)CN(C(=O)c1ccc(N2CCCC2=O)cc1)c1c(N)n(Cc2ccccc2)c(=O)[nH]c1=O,0%,-10%,2%,-6%,-1.3%,0%,-7%,-22%,?
O=C(CSc1nc(=O)n2ccccc2n1)NC1CCCCC1,-18%,-4%,-9%[57.1 µM],-32%,29%,-1%,1%,14%,2%[57.1 µM]
O=C1c2ccccc2C(=O)N1c1cccc(N2C(=O)c3ccccc3C2=O)n1,/,/,6%,-39%,/,/,-1%,/,7%
CCOC(=O)C1=C(C)NC2=C(C(=O)CCC2)C1c1cccnc1 (stereo not given),-8%,10%,92%[activator],-8%,2.0%,9%,-6%,9%&27%,17%
CCOC(=O)COn1c(=O)c[n+]([O-])c2ccccc21,-1%,-1%,-3%,-49%,1.0%,-7%,-1%,-3%,-15%
CC1Cc2nc(SCC(=O)Nc3ccc(F)cc3)n(C)c(=O)c2S1 (stereo not given),-12%,-3%,-8%,-2%,-3.9%,-1%,1%,-15%,-7%
Cc1cc(C)cc(NC(=O)Nc2ccc3c(c2)CCC3)c1,-5%,-7%,1%,32%,2.5%,6%,0%,10%,15%
CCOc1ccc(C(C)=O)cc1CSc1nc(C)cc(C)n1,-7%,-9%,-5%,20%,1.9%,6%,-7%,7%,-10%
CCOC(=O)c1cc2c(ccn2C)n1CC(=O)Nc1ccc(F)cc1,-2%,8%,-7%,12%,-2.1%,-3%,-5%,4%,3%
Oc1ccc(C2C(c3ccccc3)=NN=C(c3ccc(Cl)cc3)N2O)c(O)c1 (stereo not given),-22%,-14%,-12%,-10%,-0.3%,-1%,-7%,32µM*,?
CC(=O)c1csc(COc2ccccc2)n1,-11%,5%,2%,18%,-0.3%,2%,3%,0%,17%
Cc1ccc(Cn2nnc3c(=O)n(CC(=O)NCc4ccccc4)cnc32)cc1,-14%,-3%,-3%,4%,7.7%,-2%,?,16%,9%
CCCOC(=O)CSC1=C(C#N)C(c2ccccc2Cl)CC(=O)N1 (stereo not given),-3%,-1%,9%,3%,0.0%,10%,-2%,-12%,24%
CCOC(=O)[C@@H]1[C@H]2COc3ccc(Br)cc3[C@@H]2N2C(=O)N(c3ccc(Br)cc3)C(=O)[C@]12C,?,-3%,0%,3%,-1.2%,9%,-5%,-17%,17%
CCCC(=O)Nc1cc(S(=O)(=O)N2CCCCC2)ccc1N1CCOCC1,-14%,4%,4%,-4%,-3.2%,3%,-1%,-4%,29%

# Ordered by number of heavy atoms (largest number first): part of the list above
SMILES,USP1 inh,Vif-A3F inh,TrxR1 substrate,RGS4 inh,RXFP1 ag,IDH1 R132H inh,Vif-A3G inh,12-LOX inh,rTrxR1 inhibitor
Oc1ccc(C2C(c3ccccc3)=NN=C(c3ccc(Cl)cc3)N2O)c(O)c1 (stereo not given),-22%,-14%,-12%,-10%,-0.3%,-1%,-7%,32µM*,?
CCOc1ccc(C(C)=O)cc1CSc1nc(C)cc(C)n1,-7%,-9%,-5%,20%,1.9%,6%,-7%,7%,-10%
CCOC(=O)COn1c(=O)c[n+]([O-])c2ccccc21,-1%,-1%,-3%,-49%,1.0%,-7%,-1%,-3%,-15%

# (list continues)
SMILES,USP1 inh,Vif-A3F inh,TrxR1 substrate,RGS4 inh,RXFP1 ag,IDH1 R132H inh,Vif-A3G inh,12-LOX inh,rTrxR1 inhibitor
CC(C)Oc1ccc(CSC(=N)N)cc1,-10%,-6%,-2%,-5%,-1.3%,1%,-4%,-6%,4%
O=C(/C=C/c1ccco1)NC(=S)Nc1cccc(C(=O)O)c1,?,0%,-2%,-38%,-3.7%,10%,-7%,?,40µM*
COc1ccc(/C=C/C(=O)OCc2cccc([N+](=O)[O-])c2)cc1,-22%,-7%,-4%,-16%,2.9%,-1%,-6%,9%,5%[57.1 µM]
COc1cc2c(cc1OC)-c1cc(OCc3ccccc3Cl)nc(=O)n1CC2,-13%,-12%,534%[activator],-7%,4.2%,-5%,-3%,-9%,?
CCN1C(=O)CC(C(=O)NC)SC1=Nc1cc(Cl)c(O)c(Cl)c1 (stereo not given),-5%,-5%,-8%,-5%[56.9 µM],0.1%,9%,2%,3%,-6%
N#CCCS(=O)(=O)c1ccc(N)cc1,-5%,8%,5%[57.1 µM],37%,-0.2%,6%,1%,-18%,10%[57.1 µM]
CC(C)(C)c1ccc(C(=O)Oc2ccccc2CCC(=O)O)cc1,3%,6%,-1%[57.1 µM],-15%,-3.1%,7%,0%,99%[activator],7%[57.1 µM]
O=[N+]([O-])c1ccc(NN=Cc2cccc3ccccc23)cc1,?,2%,-6%[2.29 µM],22%,/,5%,2%,-29%,-4%[2.29 µM]
Fc1ccc(Br)cc1SCCc1ccncc1,-11%,-18%,-4%[57.1 µM],?,2.1%,0%,-7%,?,-18%[57.1 µM]
CC(=O)c1cccc(NC(=O)c2c(C)nn(-c3ccccc3)c2Cl)c1,-21%,3%,3%,-25%,2.0%,3%,-7%,0%,5%
Cc1ccc(OCC(=O)NNc2c3ccccc3nc3ccccc23)cc1,-6%,-10%,-4%,-10%,0.8%,4%,2%,-20%,2%
Cc1cn(CC(=O)N[C@H](C)c2cccc3ccccc23)c(=O)[nH]c1=O,-5%,-3%,-7%,-6%,/,-12%,-2%,-44%,-1%
CC(=O)c1sc(NC(=O)CSCc2c(C)noc2C)nc1-c1ccccc1,-19%,-4%,-1%,-10%,1.1%,3%,-12%,373%[activator],14%
O=S(=O)(NCCc1ccccn1)c1ccc(OC(F)(F)F)cc1,-5%,-5%,-4%,17%,0.7%,-8%,6%,2%,17%

# Assay outcomes as filed in PubChem BioAssay.

# These rows are one share of the data. The share of hits here may be higher or lower than overall.
